High-throughput results from PubChem BioAssay.
IP6K1 inh: IP6K1 kinase inhibition; 140,000 compounds, 0.81% hits; IP6K1 kinase, ADP-Glo luminescence, 2 h; active compounds read low; Q92551; activity change, % (series mostly up to about 58 µM); AID 1645851; in the data active means activity change below about -25%
Target sequence (Q92551 whole entry, looked up): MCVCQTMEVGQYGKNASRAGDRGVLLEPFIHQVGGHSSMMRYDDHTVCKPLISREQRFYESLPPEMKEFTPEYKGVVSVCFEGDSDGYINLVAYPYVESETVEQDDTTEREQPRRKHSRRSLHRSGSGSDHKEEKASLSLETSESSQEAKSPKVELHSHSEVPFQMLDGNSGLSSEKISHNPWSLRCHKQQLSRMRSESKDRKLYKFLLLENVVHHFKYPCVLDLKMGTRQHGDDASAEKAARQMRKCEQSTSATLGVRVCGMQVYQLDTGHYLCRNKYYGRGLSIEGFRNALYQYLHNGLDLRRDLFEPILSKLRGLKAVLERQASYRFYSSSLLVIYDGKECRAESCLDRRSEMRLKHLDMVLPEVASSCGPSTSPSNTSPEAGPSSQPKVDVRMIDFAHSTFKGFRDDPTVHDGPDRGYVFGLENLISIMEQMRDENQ
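ADP-Glo luminescence measures ADP made by human IP6K1 during a 2 h RT reaction with ATP/IP6 (mix at 1.3 mM/130 uM); top library doses 57.5 and 19.1 uM final.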
HEK293 tox: HEK 293 cell cytotoxicity | HEK 293 viability, ATP luminescence (CellTiter-Glo), 48-72 h | Potency, µM (titrated, usually from 115 µM), inactives show at the highest dose activity change, negative = cytotoxicity, usual class: inhibitors | 94,000 compounds, 6.6% hits; further: potency means the concentration at half of the fitted maximal effect; nearly all actives have a fitted effect of over 60% in size
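CellTiter-Glo luminescence (cellular ATP) was read after 48 or 72 hr of compound exposure at 37 degree Celsius. Cells were HEK 293 plated at 250 cells/well.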
Luciferase inh: inhibitors of firefly (Photinus pyralis) luciferase. P08659. purified P. pyralis luciferase, luminescence, biochemical. Potency, µM (top dose mostly 115 µM), without a hit: top-dose activity change, negative = inhibition, actives largely listed as inhibitors. 76,000 compounds, 2.5% hits. AID 1347043; further: potency means the concentration at half of the fitted maximal effect; nearly all actives have a fitted effect of over 65% in size
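Luminescence read by CCD imager after adding enzyme (10nM final) to wells holding compound, titrated in qHTS. Substrates 10uM each D-luciferin and ATP; buffer 50mM Tris acetate pH 7.5, 10mM Mg acetate, Tween-20, BSA.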
HEK293 viab: cell viability loss counter-screen; HEK-293-SNCA-luc viability, GF-AFC fluorescence, 24 h; Potency, µM (series often up to 57.1 µM), for the others: top-dose activity change, negative = cytotoxicity, usual class: cytotoxic; 150,000 compounds, 0.12% hits;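 further: potency means the concentration at half of the fitted maximal effect; 0% = DMSO-treated cells and -100% = medium-only wells without cells; nearly all actives have a fitted effect of over 30% in size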
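Cytotoxicity counterscreen: after 24 h compound treatment of genome-edited SNCA-luciferase HEK-293 cells, live-cell protease substrate GF-AFC read by fluorescence after 30 min; activity scaled between DMSO (0%) and medium-only (-100%), curves Hill-fitted.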
NIH3T3 tox: NIH 3T3 cell cytotoxicity | NIH 3T3 viability, CellTiter-Glo ATP luminescence, 48-72 h | Potency, µM (doses to about 96.7 µM), for inactives: at the highest dose activity change, negative = cytotoxicity, usual class: inhibitors | 94,000 compounds, 4.3% hits | AID 1345082; further: potency means the concentration at half of the fitted maximal effect; nearly all actives have a fitted effect of over 55% in size
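ATP-dependent luminescence (CellTiter-Glo) served as the viability signal for NIH 3T3 cells treated with compound for 48 or 72 hr at 37 °C.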
GPT2 inhibitor: GPT2 alanine aminotransferase inhibition. Q8TD30. Recombinant GPT2, coupled pyruvate oxidase/HRP Amplex Red fluorescence. Potency, µM (series often up to 57.7 µM), for the others: top-dose activity change, negative = inhibition, usual class: inhibitors. 100,000 compounds, 0.25% hits; further: potency means the concentration at half of the fitted maximal effect; nearly all actives have a fitted effect of over 60% in size; many of its hits are not listed in these tables
Target sequence (Q8TD30 whole entry, looked up): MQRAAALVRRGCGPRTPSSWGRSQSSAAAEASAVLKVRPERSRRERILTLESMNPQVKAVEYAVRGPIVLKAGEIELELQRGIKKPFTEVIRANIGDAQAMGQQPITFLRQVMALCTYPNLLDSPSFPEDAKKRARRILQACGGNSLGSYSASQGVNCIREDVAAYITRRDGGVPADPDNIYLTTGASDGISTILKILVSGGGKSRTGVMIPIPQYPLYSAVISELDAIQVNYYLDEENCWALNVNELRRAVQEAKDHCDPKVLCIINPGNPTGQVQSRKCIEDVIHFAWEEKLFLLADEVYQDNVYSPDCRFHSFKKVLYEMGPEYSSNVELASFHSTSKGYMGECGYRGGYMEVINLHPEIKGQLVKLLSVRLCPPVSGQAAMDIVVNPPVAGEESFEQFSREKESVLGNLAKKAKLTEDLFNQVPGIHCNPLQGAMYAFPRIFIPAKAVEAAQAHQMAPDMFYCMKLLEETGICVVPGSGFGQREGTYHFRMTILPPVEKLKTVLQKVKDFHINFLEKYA
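Fluorescence of coupled pyruvate oxidase/HRP/Amplex Red system (50uM Amplex, 30 min, dark) reports pyruvate formed by GPT2. Enzyme reaction: 10ng/uL GPT2, 2mM L-alanine, 250uM a-KG, 30 min room temperature, pH 7.5; 50uM AOA control.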
SNCA expr inhib: SNCA gene expression inhibition; HEK-293 SNCA-luciferase knock-in, luminescence, 24 h; Potency, µM (top dose mostly 57.2 µM), without a hit: top-dose activity change, negative = inhibition, hits mostly inhibitors; 140,000 compounds, 0.17% hits;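 further: potency means the concentration at half of the fitted maximal effect; plate controls were DMSO cells for no effect and cell-free wells for full effect; nearly all actives have a fitted effect of over 45% in size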
Active calls of the source: *; i = inactive; ? = inconclusive; . = no result given; & = joins results of further samples; [ ] = dose if it differs, or a comment. Unless noted, the call rests on the fitted dose curve; in most records, active means well fitted curve in the direction sought with a large enough effect; inconclusive means small, poorly fitted or top-dose-only effect, or another doubt; inactive means no such curve, though single readings can be large; an effect the other way counts as inactive or inconclusive. Unless noted, on the % scale 0 is the no-effect control and ±100 the full control effect. Only part of the results is shown (hit frequency here may not be typical).

SMILES,IP6K1 inh,HEK293 viab,HEK293 tox,GPT2 inhibitor,SNCA expr inhib,Luciferase inh,NIH3T3 tox
c1ccc(-n2nccc2CN2CCC3(CCNCC3)C2)cc1,0,-7%,1%,4%,-20%,2%,-23%
COc1cc(NC(=O)CN2C(=O)NC3(CCOCC3)C2=O)cc(OC)c1,7,-5%,-13%,?,14%,-7%,-4%
Cc1cccc(C(C(=O)O)N2CCC(C(=O)N3CCCC3)CC2)c1C (stereo not given),9,5%,i,-12%,65%[activator],-1%,3%
COCCNc1oc(-c2ccc(OC)cc2)nc1C#N,-2,-3%,.,.,52%[activator],.,.
O=C1NCCOCCCN(C(=O)COc2ccccc2)[C@H]2CCCC[C@@H]12,0,0%,-20%,-5%,23%,2%,2%
CCOc1ccccc1CNC(=O)C1CCCN(c2ncnc3onc(-c4ccc(F)cc4)c23)C1 (stereo not given),1,3%,.,.,-13%,.,.
COc1cc(C2Oc3c(OC)cc(CCCO[C@@H]4O[C@H](CO)[C@@H](O)[C@H](O)[C@H]4O)cc3C2CO)ccc1O (stereo not given in full),7,-3%[23.9 µM],.,i,.,.,.
Cc1ccc(-n2c(-c3ccc(Br)cc3)nc3c(cnn3-c3ccccc3)c2=O)cc1,15,-7%,.,.,36%[activator],.,.
COc1ccc(C(=O)N[C@@H]2CCC[C@@H]2C(=O)NCc2ccc3c(c2)OCO3)cc1,3,-22%,i,0%,27%,5%,-5%
COc1ccccc1Oc1ncccc1CNC(=O)C1CCOCC1,31,4%,i,?,-12%,-14%,i
CNC(=O)c1cc(C)nc2onc(C3CCCN3C(=O)c3ccccc3F)c12 (stereo not given),3,.,-1%,.,.,.,-23%
Cn1c(CNC(=O)Cn2nc3c(cc2=O)CCCC3)nc2ccccc21,10,5%,-1%,i,-25%,-3%,0%
Cc1ccc(-c2cc3nc(-c4ccccc4)cc(C(F)(F)F)n3n2)cc1,-5,3%,.,.,-4%,.,.
Cc1c(NC(=O)c2ccccc2F)cccc1-c1nc2cccnc2s1,35,-7%,.,.,3%,.,.
O=C(NCc1ccccc1)C1CC(=O)N(C2CN(Cc3ccc(C(F)(F)F)cc3)C2)C1 (stereo not given),11,-1%,?,i,36%[activator],.,-16%
O=C(NCc1ccc(F)cc1)c1nc(-c2ccccc2)c2cnccn12,-2,11%,?,5%,?,.,?
COc1ccc(OCC2c3cc(OC)c(OC)cc3CCN2C(=O)COc2ccc(Cl)cc2Cl)cc1 (stereo not given),3,-3%,.,.,?,.,.
CCC(=O)N(C1CCOCC1)C1CCN(S(=O)(=O)c2ccc3c(c2)CCCC3)CC1,-13,4%,-29%,-11%,6%,-9%,?
O=C1CC(c2noc(-c3ccccc3)n2)CN1c1ccc(Cl)cc1 (stereo not given),-2,2%,?,?,-7%,-12%,?
CCOC(=O)c1c(NC(=O)c2cc(=O)c3c(C)cc(C)cc3o2)sc2c1CCC2,-4,-3%,.,.,-9%,.,.
COc1ccccc1C(=O)N1CCc2[nH]nc(C(=O)NCCCc3ccccc3)c2C1,-7,5%,?,i,2%,1%,?
Cc1ccc2nc(CNC(=O)c3ccccc3)[nH]c2c1,-8,-9%,.,.,89%[activator],.,.
COc1ccc(N2C(=O)C3(CCCCC3)C2C(=O)N2CCN(C(C)=O)CC2)cc1 (stereo not given),10,-23%,-4%,i,-23%,0%,-6%
Cc1ccc(N2CCN(C(=O)C3CC(=O)N(c4n[nH]c5cccc(F)c45)C3)CC2)c(C)c1 (stereo not given),-1,-4%,3%,0%,?,9%,-1%
Cc1noc(-c2cn(C3CCN(C(=O)c4ccccc4)C3)nn2)n1 (stereo not given),0,2%,12%,i,2%,6%,-10%
O=C(C1CCN(C(=O)C2CCCC2)C1)N1CCC(c2nc3ncccc3[nH]2)CC1 (stereo not given),-4,-2%,-1%,-1%,-15%,.,-7%
NC(=O)c1cccc(CN2CCCC3(Cc4ccccc4N(C(=O)C4CCCC4)C3)C2)c1 (stereo not given),2,-4%,?,5%,-2%,.,-13%
OCc1ccc(-c2ccc(-c3ccc(CO)s3)o2)s1,-23,-30%[23.9 µM],.,1%,51%[activator],.,.
CC(C)(C)NC[C@H](O)COc1nsnc1N1CCOCC1,-12,4%,.,3%&-5%,24%,.,.
O=C1Nc2ccccc2CN(CC2CCCCC2)C12CCNC2 (stereo not given),-10,?,89µM*,-1%,23%,.,22µM*
CCCN(CCC)C(=O)Cn1c(=O)n(-c2ccc(Cl)cc2)c(=O)c2c3c(sc21)CCCC3,-5,2%,.,.,6%,.,.
COc1ccc(C)c2sc(N(Cc3cccnc3)C(=O)c3cccs3)nc12,13,-22%,.,.,?,.,.
Cn1cc(CCn2cnc(-c3cnn(C)c3)c2-c2ccc(C#N)cc2)cn1,-10,2%,.,-1%,.,.,.
Cn1cc(C(=O)[C@@H]2CCc3nc[nH]c3C2)c2ccccc21,32,12%[23.9 µM],.,-2%,-59%[25.6 µM],.,.
COC[C@@H]1CN(S(=O)(=O)c2ccc(C)cc2C)C[C@H]1C(N)=O,7,7%,-7%,-18%,2%,6%,-7%
CNCC(=O)N1CCc2nc(N)nc(NCc3ccccc3F)c2CC1,10,8%,-9%,?,-15%,-12%,-18%
O=C(c1cccc2cnccc12)N1CCCC2(C=Cc3ccccc3O2)CC1 (stereo not given),7,3%,45µM*,-16%[11.5 µM],-7%,-6%,?
O=C(NCC(F)F)c1ccc2nnc(-c3cc(F)ccc3F)n2c1,9,1%,i,i,17%,.,-14%
COc1cccc(CC(=O)N2CCC3(CC2)CC(Cc2nc(-c4ccncc4)no2)CCO3)c1 (stereo not given),-12,-3%,40µM*,-2%,-1%,12%,?
CN(C)CC1(O)CCC2(CCN(S(=O)(=O)c3ccc(F)cc3)CC2)CC1,-11,-24%,-18%,i,42%[activator],-8%,-32%
O=C1CC(c2ccccc2)N(S(=O)(=O)c2ccccc2)CCCCCN1 (stereo not given),1,-10%,?,i,-14%,-7%,-20%
COc1ccc(-c2[nH]c(-c3ccccc3)nc2SCC(=O)Nc2ccc3c(c2)OCCO3)cc1,-15,?,.,.,?,.,.
Cc1ccc(CNC(=O)CN2C(=O)COc3ccc(S(=O)(=O)Nc4ccccc4)cc32)cc1,23,-18%,.,.,3%,.,.
CCCNC(=O)N1CCCN(S(=O)(=O)c2ccccc2)CCC(=O)NCC1,11,5%,i,3%,9%,0%,-1%
Cc1nnsc1C(=O)Oc1ccc(Cl)cc1,-26*,6%,.,.,-11%,.,.
O=C(N[C@H]1CO[C@H]2[C@@H]1OC[C@@H]2n1cc(CC2CCCCC2)nn1)c1ccc(C(F)(F)F)cc1,-5,?,?,?,-13%,0%,?
Cc1nc2c3cccnc3nn2c(C)c1CCC(=O)NCc1ccccc1,32,0%,.,.,3%,.,.
CN1CCN(c2nc3c(c(=O)[nH]2)CCN(Cc2cccc(C(F)(F)F)c2)CC3)CC1,11,-4%,1%,-8%,1%,10%,-6%
CCC(C)NC(=O)C1COC2(CCN(C(=O)c3ccc(F)cc3)CC2)N1C(=O)c1ccccc1 (stereo not given),12,0%,-20%,0%,0%,-7%,-17%
O=C(c1cccc(Cl)c1)N1CCC(C(=O)N2CCC(c3nc4ncccc4[nH]3)C2)CC1 (stereo not given),2,7%,1%,-7%,6%,.,-14%

Continued.
SMILES,IP6K1 inh,HEK293 viab,HEK293 tox,GPT2 inhibitor,SNCA expr inhib,Luciferase inh,NIH3T3 tox
COc1ccc(CN2CC3(CCN(S(=O)(=O)Cc4ccccc4)CC3)C2=O)cc1,3,-4%,?,-2%,7%,-1%,?
O=C(NCc1ccc(F)cc1)c1nc(-c2ccc(F)cc2)c2ccccn12,7,-4%,?,-6%,9%,0%,-18%
Nc1nnnn1CC(=O)NCc1cccnc1Oc1ccc(F)cc1F,14,-12%,i,-10%,-9%,-1%,-17%
CCCN1CCc2[nH]cnc2C12CCN(C(=O)c1ccc(CC)s1)CC2,31,-23%,-25%,1%,6%,2%,-23%
C[C@@H]1CN(Cc2nc3c(n2Cc2ccccc2)C(=O)N(CC2CC2)CCN3)C[C@H](C)O1,9,9%[87.6 µM],?,-2%[88.5 µM],-3%[87.6 µM],-21%[172 µM],?
O=C1NCCCCCCN(S(=O)(=O)c2cccs2)[C@H]2CCCC[C@@H]12,-12,-11%,-15%,1%,3%,2%,-11%
O=c1c2nc(NCCOc3ccccc3)ccc2ncn1Cc1ccccc1,0,-8%[87.6 µM],?,?,?,-25%[172 µM],?
COc1ccc(-n2c(=O)[nH]c3cc(C(=O)NCCc4ccccc4)ccc3c2=O)cc1OC,7,-3%,.,.,35%[activator],.,.
CCc1ccc(NC(=O)Cn2c(=O)n(-c3ccc(OC)cc3)c(=O)c3ccc(C(=O)NCc4ccc(C)cc4)cc32)cc1,7,?,.,.,-11%,.,.
O=C1NC(=NC2CCCC2)C2(CCN([S+](=O)([O-])c3ccccc3)CC2)N1c1cccnc1,-5,2%,4%,i,2%,.,i
NC(=O)c1ccc(NC(=O)c2cc3n(n2)CC(c2ccc(Br)cc2)OC3)cc1 (stereo not given),0,2%,35µM*,i,-8%,-11%,?
CCCN(CCC)C(=O)C1CCN(c2ncnc3c2nc2n3CCCCC2)CC1,1,-27%,.,.,57%[activator],.,.
CCCc1cc(=O)[nH]c2nnc(SCCC(C)C)n12,4,-5%,.,.,14%,.,.
COCCc1nncn1C1CCN(C(=O)c2cc(F)ccc2F)CC1,2,-1%,8%,2%,3%,0%,i
CC(C)NC(=O)N[C@H]1C[C@@H](C(=O)N[C@H](Cc2c[nH]c3ccccc23)C(N)=O)N(C(=O)c2cccn2C)C1,1,1%,-10%,-10%,-2%,-5%,3%
O=C(Nc1ccccc1)C1=NO[C@@H]2CN(Cc3cc(F)ccc3F)C[C@H]12,-4,6%[87.6 µM],?,-9%[88.5 µM],42%[activator][87.6 µM],?,?
